Screening data deposited in PubChem BioAssay by several laboratories.
Bcl-xL primary = inhibitors of human Bcl-xL. Q07817. GST-Bcl-xL / FITC-Bim BH3 peptide fluorescence polarization. inhibition, % at 10.9 µM. actives 0.7% (n = 320,000);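 active = inhibition above the mean of all tested compounds plus 3 SD, cutoff set per campaign, cut at about 30% in these data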;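 note: 0% = DMSO wells and 100% = unlabeled Bim-BH3 peptide competitor; inhibitors lower millipolarization by displacing the labeled peptide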
Target sequence (Q07817 whole entry, looked up): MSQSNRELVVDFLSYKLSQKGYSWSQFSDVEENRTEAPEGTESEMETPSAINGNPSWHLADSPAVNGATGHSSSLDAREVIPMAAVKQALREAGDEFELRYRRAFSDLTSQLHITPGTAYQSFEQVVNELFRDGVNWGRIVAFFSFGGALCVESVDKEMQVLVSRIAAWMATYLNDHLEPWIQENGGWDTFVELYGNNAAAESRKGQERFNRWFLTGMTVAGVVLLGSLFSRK
PME-1 primary = PME-1 (human) inhibition; recombinant PME-1, FP-Rh probe fluorescence polarization; actives 0.53% (n = 320,000); inhibition, % at 5.9 µM; AID 2130;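 active = inhibition above the campaign mean of all compounds plus 3 SD, cut at about 26% in these data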;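 note: competitive labeling of PME-1 active site by serine hydrolase directed probe; 0% = PME-1 with DMSO and 100% = wells lacking PME-1 enzyme; inhibitors block probe labeling so polarization falls and inhibition rises; many of its hits are not listed in these tables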
Target sequence (Q9Y570 whole entry, looked up): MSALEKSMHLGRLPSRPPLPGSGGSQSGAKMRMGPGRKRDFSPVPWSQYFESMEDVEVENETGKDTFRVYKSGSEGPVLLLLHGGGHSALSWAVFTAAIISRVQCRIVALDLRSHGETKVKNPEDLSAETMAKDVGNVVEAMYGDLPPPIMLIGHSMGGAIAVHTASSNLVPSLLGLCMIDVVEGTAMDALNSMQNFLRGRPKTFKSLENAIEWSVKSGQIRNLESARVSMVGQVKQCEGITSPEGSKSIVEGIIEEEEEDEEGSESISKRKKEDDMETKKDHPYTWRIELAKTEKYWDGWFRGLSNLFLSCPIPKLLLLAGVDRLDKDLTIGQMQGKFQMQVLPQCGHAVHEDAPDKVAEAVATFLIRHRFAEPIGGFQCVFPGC
AHR act = activators of human aryl hydrocarbon receptor; P35869; activation, % at 5 µM; AID 2796; AHR-responsive luciferase reporter cells, luminescence; actives 2.5% (n = 320,000); in the data active = activation above about 47%;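 note: 0% = vehicle wells and 100% = reference agonist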
MCL1 BIM primary = inhibitors of human MCL1 binding to BIM-BH3 peptide; Q07820; GST-MCL1 / FITC-Bim-BH3 fluorescence polarization; inhibition, % at 10.9 µM; actives 0.68% (n = 320,000); AID 2057;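 active = inhibition above the mean inhibition of all tested compounds plus 3 SD, set per campaign, cut at about 40% in these data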;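 note: 0% = DMSO wells and 100% = unlabeled Bim-BH3 peptide control; higher means more loss of mP so more displacement of Bim peptide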
PAFAH1B2 inh = blocks human PAF acetylhydrolase 1b catalytic subunit 2 | recombinant PAFAH1B2, FP-rhodamine activity probe, fluorescence polarization | actives 1.2% (n = 340,000) | inhibition, % at 3.39 µM;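 active = inhibition above the mean of all tested compounds plus 3 SD, cut at about 24% in these data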;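 note: 0% = enzyme with DMSO and 100% = wells lacking PAFAH1B2; many of its hits are not listed in these tables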
pPAFAH FP inh = inhibitors of human plasma PAF acetylhydrolase (pPAFAH); Q13093; actives 1.5% (n = 330,000); recombinant pPAFAH, FP-rhodamine probe fluorescence polarization; inhibition, % at 3.39 µM;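 active = inhibition above the mean inhibition across the screen plus 3 SD, cut at about 25% in these data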;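 note: inhibitors block binding of the rhodamine activity-based probe so polarization drops; 0% = enzyme with DMSO and 100% = wells lacking pPAFAH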
GLD-1 RNA inh = GLD-1-TGE RNA interaction inhibition (C. elegans); Q17339; purified GLD-1 + fluorescein TGE RNA, fluorescence polarization; inhibition, % at 5.96 µM; actives 0.44% (n = 320,000); AID 2280;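 active = percent inhibition above a per-plate cutoff, the plate mean of test compounds plus 3 SD, cut at about 30% in these data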;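 note: 0% = DMSO wells with GLD-1 and probe and 100% = wells lacking GLD-1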
Target sequence (Q17339 whole entry, looked up): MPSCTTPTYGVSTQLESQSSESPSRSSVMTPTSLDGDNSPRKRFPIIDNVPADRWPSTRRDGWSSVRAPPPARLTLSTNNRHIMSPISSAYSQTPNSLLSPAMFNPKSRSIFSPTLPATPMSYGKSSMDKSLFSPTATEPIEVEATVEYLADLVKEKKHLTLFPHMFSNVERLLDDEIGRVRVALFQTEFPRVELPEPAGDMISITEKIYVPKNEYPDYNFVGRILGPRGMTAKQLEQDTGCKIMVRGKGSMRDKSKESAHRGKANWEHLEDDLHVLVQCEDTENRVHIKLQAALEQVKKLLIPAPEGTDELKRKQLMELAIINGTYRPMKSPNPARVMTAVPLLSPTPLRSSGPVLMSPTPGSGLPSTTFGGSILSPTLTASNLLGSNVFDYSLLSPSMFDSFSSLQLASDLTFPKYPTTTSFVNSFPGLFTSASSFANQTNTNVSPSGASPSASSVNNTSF
MEX-5 binding = C. elegans MEX-5 TCR-2 RNA binding activity | activity score (negative = inhibition of binding), % at 10 µM | actives 0.38% (n = 300,000) | AID 1832 | MEX-5/FITC-TCR2 RNA binding, fluorescence polarization; hits give low values;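 active = inhibition past about -25% in most replicates, and total fluorescence under double the plate's negative control median, limit read from the data; inconclusive = replicates evenly split on the limit, or fluorescence at least double controls; inactive = too little inhibition in most replicates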;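 note: 0% = DMSO and -100% = 5 µM competing unlabeled TCR2 RNA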
Fam108B counter = Fam108B inhibition, counter-screen for RBBP9 inhibitors; actives 0.33% (n = 300,000); recombinant Fam108B, FP-Rh probe fluorescence polarization; inhibition, % at 9.51 µM;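 active = inhibition above the screen mean inhibition plus 3 SD, computed separately per campaign, cut at about 18% in these data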;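 note: inhibitors lower polarization as less probe binds the enzyme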
* marks the source's active call; other numbers are inactive results; ? = inconclusive; / = not tested or not shown.

SMILES	Bcl-xL primary	PME-1 primary	AHR act	MCL1 BIM primary	PAFAH1B2 inh	pPAFAH FP inh	GLD-1 RNA inh	MEX-5 binding	Fam108B counter
COc1ccc(OC)c(/C(O)=C/C(=O)C(=O)Nc2ccccc2OC)c1	3	-3	13	9	7	-1	4	-1.8	-2
O=c1[nH]c(/C=C/c2cccc(Br)c2)nc2ccccc12	7	-8	23	5	2	6	5	-2.2	-8
O=C1CC[C@@H](OCc2ccccc2)CCN1CC[C@H](Sc1ccccc1)c1ccccc1	2	5	2	-3	5	32*	3	-0.3	2
CCOc1ccccc1NC(=O)COC(=O)COc1c(Cl)cc(Cl)c2ccc(C)nc12	4	-3	0	4	0	-1	1	0.3	-3
CCOC(=O)c1oc2nc(CC(C)C)c3c(c2c1N)CCCC3	-3	2	6	-1	4	2	-1	0.3	-4
Cc1cnn(Cc2cccnc2)c1N	5	-6	0	0	6	2	8	-0.1	2
CC1CCc2c(C(=O)Nc3cccc(-c4nn[nH]n4)c3)csc2C1 (stereo unspecified)	7	-9	2	9	19	-16	7	-4.9	-9
Cc1ccc(NC(=O)CSc2nc(N)cc(=O)[nH]2)cc1Cl	5	-6	2	1	-11	4	3	-2.7	5
O=C(c1ccccc1Br)N1CCCC(c2nc(-c3cccs3)no2)C1 (stereo unspecified)	4	12	4	5	-2	0	-2	-0.9	-4
Cn1c(=O)c2c(nc(N3CCCCCC3)n2CC(O)COc2ccc(Cl)cc2)n(C)c1=O (stereo unspecified)	5	1	0	9	3	5	3	1.9	8

A draw from above in order of length of the SMILES, low to high.
SMILES	Bcl-xL primary	PME-1 primary	AHR act	MCL1 BIM primary	PAFAH1B2 inh	pPAFAH FP inh	GLD-1 RNA inh	MEX-5 binding	Fam108B counter
Cc1cnn(Cc2cccnc2)c1N	5	-6	0	0	6	2	8	-0.1	2
CCOC(=O)c1oc2nc(CC(C)C)c3c(c2c1N)CCCC3	-3	2	6	-1	4	2	-1	0.3	-4
Cc1ccc(NC(=O)CSc2nc(N)cc(=O)[nH]2)cc1Cl	5	-6	2	1	-11	4	3	-2.7	5
O=C(c1ccccc1Br)N1CCCC(c2nc(-c3cccs3)no2)C1 (stereo unspecified)	4	12	4	5	-2	0	-2	-0.9	-4
CCOc1ccccc1NC(=O)COC(=O)COc1c(Cl)cc(Cl)c2ccc(C)nc12	4	-3	0	4	0	-1	1	0.3	-3
O=C1CC[C@@H](OCc2ccccc2)CCN1CC[C@H](Sc1ccccc1)c1ccccc1	2	5	2	-3	5	32*	3	-0.3	2
Cn1c(=O)c2c(nc(N3CCCCCC3)n2CC(O)COc2ccc(Cl)cc2)n(C)c1=O (stereo unspecified)	5	1	0	9	3	5	3	1.9	8

Further entries
SMILES	Bcl-xL primary	PME-1 primary	AHR act	MCL1 BIM primary	PAFAH1B2 inh	pPAFAH FP inh	GLD-1 RNA inh	MEX-5 binding	Fam108B counter
COCc1c(C(=O)N2CCN(c3ncccn3)CC2)oc2ccccc12	4	-1	6	6	0	9	0	/	/
COc1ccc(-c2cc(-c3n[nH]c(=S)n3-c3ccccc3Cl)[nH]n2)cc1	-5	0	26	-1	-2	2	2	-1.2	1
CC(C)(C)c1ccc(C(=O)NNC(=O)Cc2ccccc2)cc1	-2	-2	11	-2	10	9	-2	2.2	9
CC1(c2ccccc2)NC(=O)N(CCOc2ccccc2)C1=O (stereo unspecified)	5	-6	-1	2	10	7	3	-0.4	0
CCN(CC)S(=O)(=O)c1ccc(NC(=O)CCN2C(=O)C3CC=CCC3C2=O)cc1 (stereo unspecified)	-8	5	0	-13	0	0	-2	/	/
CCCCOC(=O)/C(=C/C=C/c1ccccc1)NC(=O)c1ccccc1	-2	-4	2	-5	/	1	-1	-0.3	-5
Cc1cccc(-c2nnc(SCc3cc(=O)[nH]c4ccccc34)n2C)c1	-1	3	-3	-7	1	0	0	0.1	-3
CCOC(=O)C1=C(C)NC(C)=C(C(=O)OCC)C1c1cccs1	6	-6	19	10	1	-1	3	0.1	1
O=C(N/N=C/c1ccccn1)c1cccnc1	14	-3	11	11	2	2	13	-5.3	5
Cc1c(C(=O)OC2CCCCC2)sc2nc[nH]c(=O)c12	6	-2	-5	5	-2	-1	9	1.6	-4
O=C(CSc1n[nH]c(=O)n1Cc1ccco1)Nc1ccccc1Cl	9	4	0	3	2	-1	-2	0.2	1
COC(=O)N1N=C(c2ccc(Br)cc2)CC1(O)C(F)(F)F (stereo unspecified)	9	6	7	12	-1	-1	12	-0.3	4
CCOC(=O)N1CCN(c2ccc(C(=O)c3ccccc3)cc2F)CC1	2	0	2	2	2	9	7	0.4	-5
Cc1cc(COc2ccccc2OCc2cc(C)no2)on1	3	-5	0	1	2	-2	0	-2.7	-2
CCSc1ccccc1C(=O)n1nnc2ccccc21	1	-1	3	6	7	5	3	/	4
CCOC(=O)c1[nH]c(C)c(C(=O)NCCCOC(C)C)c1C	4	3	8	7	-2	2	1	0.4	1
O=C(c1noc2c1CCc1ccccc1-2)N1CCCc2ccccc21	0	9	2	2	2	1	3	-0.2	2
Cc1cccc(COCC(CC(C)C)N2CCN(C(=O)c3ccc(C(C)(C)C)cc3)CCC2=O)c1 (stereo unspecified)	0	24	1	-5	20	10	12	0.1	6
O=C(/C=C/c1ccc([N+](=O)[O-])s1)N1CCCC1	3	1	0	9	1	-5	1	?	1
COc1ccccc1C(=O)N/C(=C\c1cn(C)c2ccccc12)C(=O)N1CCOCC1	7	-6	33	0	-2	10	-9	0.5	0
CC(C)(C(N)=O)c1ccccc1	1	-3	2	2	0	0	-2	-1.2	4
Cc1c(NC(=O)Nc2ccccc2[N+](=O)[O-])c(=O)n(-c2ccccc2)n1C	-2	7	5	-7	3	-3	2	0.0	0
Cc1oc(-c2cccc(F)c2)nc1CN1CCCCC1CCn1cccn1 (stereo unspecified)	4	6	5	9	3	-3	-20	1.6	3
Cc1cc(/C=C\c2nc(O)c([N+](=O)[O-])c(=O)[nH]2)c(C)n1-c1ccccc1	16	4	1	18	8	24	3	-5.7	2
CCOc1ccc2nc(NC(=O)C3=NN(c4ccccc4)C(=O)CC3)sc2c1	7	0	2	-4	0	0	-1	0.8	-4
COc1cccc(C(=O)Nc2cc3c(cc2Br)OCCCO3)c1	6	2	1	6	-3	-3	-1	9.0	-5
CC(=O)c1ccc(NC(=O)[C@@H]2CCCN2C(=O)OC(C)(C)C)cc1	3	-3	2	10	-1	2	1	-3.8	2
Cc1ccc(SCC(=O)OCC(=O)N(C)C2CCS(=O)(=O)C2)cc1C (stereo unspecified)	-3	-2	-1	3	4	25*	4	/	/
COC(=O)c1sccc1NC(=O)Nc1cc(C)ccc1C	3	1	13	5	4	5	0	-1.2	-5
Cc1ccc(S(=O)(=O)N2CCN(c3cnn(C)c(=O)c3Cl)CC2)cc1	-1	-1	2	-7	4	1	1	-1.0	-1
N=c1sccn1CC(=O)N1N=C(c2ccc(Cl)cc2)CC1c1ccco1 (stereo unspecified)	4	-6	1	2	5	4	4	0.3	4
O=C(CC1SC(N2CCOCC2)=NC1=O)Nc1ccc(F)cc1 (stereo unspecified)	/	/	-1	/	-1	0	0	/	/
Cc1ccccc1-c1cc(C(=O)NCC2CC2)nn1CC1CC(c2cccc([N+](=O)[O-])c2)=NO1 (stereo unspecified)	4	25	1	7	4	7	-3	/	/
CCOc1ccc(CNc2ccc3c(c2)nc(C)n3C)cc1	12	1	35	17	-2	3	0	/	-1
CCSc1nc2ccccc2n1CC(=O)N1CCOCC1	8	-4	-2	3	-1	4	2	-2.6	1
COc1ccc(C(=O)NCc2c(C)nn(Cc3ccccc3)c2C)cc1S(=O)(=O)N1CCOCC1	1	-1	0	-3	-2	0	-4	/	/
O=C(O)CSCCOc1ccc(OCCSCC(=O)O)cc1	2	-2	0	-1	0	3	9	-1.0	-4
O=C(NCc1ccc2c(c1)OCO2)c1ccc(CSCc2cccc(Cl)c2)o1	2	-9	15	6	16	18	10	0.3	-3
Cc1ccc(N2CC(C(=O)OCC(=O)Nc3ccc(F)cc3F)CC2=O)cc1 (stereo unspecified)	3	0	-1	-1	-1	12	5	/	/
CC(NC(=O)CN1C(=O)NC(Cc2ccccc2)(Cc2ccccc2)C1=O)C12CC3CC(CC(C3)C1)C2 (stereo unspecified)	0	-5	5	-2	72*	7	3	2.3	-4

Structures listed above printed as active in pPAFAH FP inh.
smiles | Bcl-xL primary | PME-1 primary | AHR act | MCL1 BIM primary | PAFAH1B2 inh | pPAFAH FP inh | GLD-1 RNA inh | MEX-5 binding
O=C1CC[C@@H](OCc2ccccc2)CCN1CC[C@H](Sc1ccccc1)c1ccccc1 | 2 | 5 | 2 | -3 | 5 | 32* | 3 | -0.3
Cc1ccc(SCC(=O)OCC(=O)N(C)C2CCS(=O)(=O)C2)cc1C (stereo unspecified) | -3 | -2 | -1 | 3 | 4 | 25* | 4 | /

Carrying on.
SMILES	Bcl-xL primary	PME-1 primary	AHR act	MCL1 BIM primary	PAFAH1B2 inh	pPAFAH FP inh	GLD-1 RNA inh	MEX-5 binding	Fam108B counter
Cc1cc(C(=O)CSc2nnc(N)s2)c(C)n1Cc1ccco1	4	1	4	9	2	7	5	0.7	-2
COC(=O)CSc1nnc(-c2ccc(S(=O)(=O)N3CCCC3)cc2)o1	-3	-3	0	-5	-4	6	2	1.7	-1
CC1=C/C(=N\OS(=O)(=O)c2ccccc2)C(C(C)C)=CC1=O	8	-5	11	5	3	-4	10	/	0
Cc1noc(/C=C/c2ccccc2F)c1S(=O)(=O)N1CCC(C(=O)N2CCN(C)CC2)CC1	2	3	0	1	2	6	5	0.1	0
FC(F)(F)c1ccccc1NC1=NCCC1	-1	2	2	0	-3	0	5	0.0	1
COc1ccc(S(=O)(=O)Nc2ccc3c(c2)C(=O)N([C@H](C)CO)C[C@H](C)[C@@H](CN(C)S(C)(=O)=O)O3)cc1	/	/	0	/	21	-3	-2	/	/
FC(F)(F)c1cccc(Sc2nc(-c3ccccc3)nnc2C(F)(F)F)c1	-1	-4	-2	6	6	5	8	-0.1	-3
O=C(/C=C/c1ccccc1)NC1CC2CCC1C2 (stereo unspecified)	-4	5	23	6	-3	4	-2	-2.8	2
CC1(NC(=O)Nc2ccccc2)CCS(=O)(=O)C1 (stereo unspecified)	0	2	-4	7	/	3	0	0.9	-1
O=C(NCCCN1CCN(c2ccc(F)cc2)CC1)c1cccc(N2CCCC2=O)c1	5	4	-1	16	1	2	9	-1.8	1
Cc1nc(NC(=O)C2CC2)sc1C(=O)N(C)C	-4	-1	2	-8	1	-8	5	0.7	0
O=C(Nc1nnc(SCc2ccc(F)cc2)s1)c1cnccn1	2	-5	0	-1	20	10	4	1.5	-2
COc1cccc(C=Nc2cc(C)on2)c1O	1	-3	5	9	4	-4	-11	-1.1	9
Cc1cc(C)c(C)c(S(=O)(=O)NCC(=O)O)c1C	4	2	-1	3	6	1	-8	1.1	0

Complete entries from above. Order of values: Bcl-xL primary, PME-1 primary, AHR act, MCL1 BIM primary, PAFAH1B2 inh, pPAFAH FP inh, GLD-1 RNA inh, MEX-5 binding, Fam108B counter
Cc1nc(NC(=O)C2CC2)sc1C(=O)N(C)C as listed: -4, -1, 2, -8, 1, -8, 5, 0.7, 0
O=C(Nc1nnc(SCc2ccc(F)cc2)s1)c1cnccn1 as listed: 2, -5, 0, -1, 20, 10, 4, 1.5, -2
COc1cccc(C=Nc2cc(C)on2)c1O as listed: 1, -3, 5, 9, 4, -4, -11, -1.1, 9
Cc1cc(C)c(C)c(S(=O)(=O)NCC(=O)O)c1C as listed: 4, 2, -1, 3, 6, 1, -8, 1.1, 0

An excerpt; count on the stated rates, not on these rows.
